VHR inh abs – inhibitors of human VHR1 phosphatase (DUSP3) | recombinant VHR phosphatase, pNPP absorbance | AID 1654 | 0.52% of 290,000 active | P51452 | inhibition, % at 13.3 µM; in the data active = inhibition above about 50%; also: some compounds called inactive have numbers as strong as hits
Target sequence (P51452 whole entry, looked up): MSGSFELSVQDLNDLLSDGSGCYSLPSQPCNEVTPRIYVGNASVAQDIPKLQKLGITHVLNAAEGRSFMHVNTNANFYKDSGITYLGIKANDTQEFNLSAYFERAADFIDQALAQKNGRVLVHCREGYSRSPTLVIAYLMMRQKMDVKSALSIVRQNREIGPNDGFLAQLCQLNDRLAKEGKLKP
MazEF act – MazEF (E. coli) toxin RNase activation; activation, % at 20 µM; 0.32% of 350,000 active; P0AE70; AID 504720; FAM/BHQ RNA-DNA oligo cleavage fluorescence, 5 h; in the data active = activation above about 50%
Target sequence (P0AE70 whole entry, looked up): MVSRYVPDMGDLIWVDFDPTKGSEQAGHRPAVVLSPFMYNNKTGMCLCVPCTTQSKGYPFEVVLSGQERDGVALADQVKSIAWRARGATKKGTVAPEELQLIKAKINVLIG
GDH-TPI inh – counter-screen for M. tuberculosis FBA inhibitors: GDH-TPI coupled enzymes | GDH-TPI coupled enzyme counterscreen, NADH absorbance | inhibition, % at 4.8 µM | 1.2% of 360,000 active;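 also: 0% = DMSO wells and 100% = wells lacking the enzyme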
Mtb UGM inh – inhibitors of M. tuberculosis UDP-galactopyranose mutase | P9WIQ1 | purified UGM, fluorescence polarization probe displacement | inhibition, % at 10 µM | 0.06% of 320,000 active | AID 504406; in the data active = inhibition above about 10%, passing the limit was not always enough; inconclusive = no clear call, values can overlap the other calls
Target sequence (P9WIQ1 whole entry, looked up): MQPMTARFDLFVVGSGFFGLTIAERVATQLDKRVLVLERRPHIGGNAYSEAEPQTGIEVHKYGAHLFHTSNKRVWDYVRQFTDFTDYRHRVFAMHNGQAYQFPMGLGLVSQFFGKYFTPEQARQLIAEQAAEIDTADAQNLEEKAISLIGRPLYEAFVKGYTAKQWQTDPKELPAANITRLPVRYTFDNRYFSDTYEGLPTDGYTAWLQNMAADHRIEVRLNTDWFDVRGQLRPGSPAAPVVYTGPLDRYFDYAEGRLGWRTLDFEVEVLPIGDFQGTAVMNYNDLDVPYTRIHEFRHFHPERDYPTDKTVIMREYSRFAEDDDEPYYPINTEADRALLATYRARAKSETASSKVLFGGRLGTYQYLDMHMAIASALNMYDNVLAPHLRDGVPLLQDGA
BoNT-F LC inh – BoNT F light chain protease inhibition | Multiplex microsphere protease cleavage assay, flow cytometry | inhibition, % at 10 µM | 0.22% of 360,000 active; in the data active = inhibition above about 35%, passing the limit was not always enough; inconclusive = no clear call, values can overlap the other calls; also: plate controls were buffer without enzyme for full effect and enzyme alone for no effect
FadD28 FP inh – blocks FadD28 binding to the bisubstrate probe | 0.22% of 360,000 active | AID 588549 | fluorescence polarization | inhibition, % at 12.5 µM; in the data active = inhibition above about 8.5%, passing the limit was not always enough; inconclusive = no clear call, values can overlap the other calls
Rv3671c protease – Rv3671c (M. tuberculosis) protease inhibition. 0.048% of 320,000 active. P9WHR9. inhibition, % at 5.96 µM. AID 2606; in the data active = inhibition above about 38%;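 also: extracellular domain of Rv3671c used as enzyme; 0% = enzyme with DMSO and 100% = no enzyme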
BioA inh – inhibitors of Mycobacterium tuberculosis BioA enzyme. purified M. tuberculosis BioA enzyme, plate reader. inhibition, % at 9.99 µM. 0.096% of 360,000 active; in the data active = inhibition above about 40%; inconclusive = no clear call, values can overlap the other calls
FBA Mtb inh – inhibitors of M. tuberculosis fructose-bisphosphate aldolase | P9WQA3 | purified M. tuberculosis FBA, fluorescence read-out | inhibition, % at 1 µM | 2.3% of 360,000 active | AID 588726; in the data active = inhibition above about 27%;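 also: 0% = vehicle and 100% = reference inhibitor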
Target sequence (P9WQA3 whole entry, looked up): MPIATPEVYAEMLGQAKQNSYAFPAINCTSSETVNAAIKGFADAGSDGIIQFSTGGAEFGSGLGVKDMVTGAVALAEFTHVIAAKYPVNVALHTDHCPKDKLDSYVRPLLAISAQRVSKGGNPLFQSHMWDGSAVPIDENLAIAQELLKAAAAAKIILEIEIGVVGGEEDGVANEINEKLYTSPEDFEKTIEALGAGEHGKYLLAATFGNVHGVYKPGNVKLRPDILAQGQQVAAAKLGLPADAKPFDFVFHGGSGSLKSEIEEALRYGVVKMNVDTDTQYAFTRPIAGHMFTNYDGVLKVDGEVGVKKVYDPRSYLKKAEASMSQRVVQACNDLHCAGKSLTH
CCHF vOTU inh – CCHFV vOTU protease inhibition; Pep-AMC fluorescence; inhibition, % at 11.5 µM; 0.55% of 370,000 active; AID 651958; also: 0% = vehicle wells with enzyme and 100% = no enzyme wells
* hit, by the source's call; u = inconclusive; x = not tested or not shown; + = active, no number; & = joins results of further samples. Rule as the data show it, unless noted: active = inhibition above about 30%; inactive = the rest. This is a random part of the collection; 4.9% or so of the library scored in one or more.

SMILES | VHR inh abs | MazEF act | GDH-TPI inh | Mtb UGM inh | BoNT-F LC inh | FadD28 FP inh | Rv3671c protease | BioA inh | FBA Mtb inh | CCHF vOTU inh
COC(=O)c1sc(NC(=O)c2oc3ccccc3c2C)nc1C | -8 | 3 | 4 | -0.4 | -3 | -1.9 | 1 | -0.5 | 6 | 7
Cc1cc2ncn(C3CC(=O)N(Cc4ccc(N5CCCC5=O)cc4)C3=O)c2cc1C (stereo not drawn) | 19 | 4 | 4 | 1.0 | -1 | -1.4 | 0 | -0.7 | 1 | -4
CCCCCn1c(N)c(C#N)c2nc3ccccc3nc21 | 23 | -3 | 21 | -0.4 | 1 | -4.7 | -16 | -1.4 | 111* | -66
O=C(CC(=O)c1ccccc1)Nc1ccccn1 | 4 | 5 | 10 | 1.2 | u | -4.6 | x | -2.1 | 3 | -9
Cc1cc(C)n(CCCNCC(O)c2ccccc2)n1 (stereo not drawn) | 36 | -3&4 | -1&-4 | 1.4 | -5&3 | -1.2&-1.2 | -6 | -0.9 | -1&9 | -13&-3
O=C(NC(=S)N1CCCCC1)c1cccs1 | 5 | 4 | 2 | 3.6 | -13 | -1.0 | 3 | x | -4 | 0
COc1cccc(-c2nc(CS(=O)(=O)CC(=O)NCCCOC(C)C)c(C)o2)c1 | -1 | 5 | 4 | -1.2 | 1 | -0.4 | -10 | 0.7 | 2 | 6
CC(C(=O)NCc1ccc2c(c1)OCO2)N1c2cccc3cccc(c23)S1(=O)=O (stereo not drawn) | 4 | 5 | 17 | 2.5 | 0 | 1.8 | -3 | x | 4 | 8
O=C(CN1CCN(c2ccccc2O)CC1)Nc1ccccc1C(=O)NCCc1ccccc1 | x | 2 | 1 | 2.7 | -5 | -3.0 | 1 | x | 0 | 25
COc1nc(C)nc(NC(=O)NS(=O)(=O)c2ccc(C)cc2)n1 | -21 | 5 | -2 | 4.0 | 31 | 1.2 | -1 | -1.3 | 4 | 2
COC(=O)c1ccc(N2CCOCC2)c(NC(=O)Nc2cccc(OC)c2)c1 | 12 | 2 | 4 | 1.2 | -10 | -2.8 | 2 | 2.3 | 0 | 2
CCOC(CNC(=O)c1ccc(CNC(=O)c2ccc(OC)c(OC)c2)cc1)OCC | 21 | 18 | 4 | -2.0 | -2 | -0.6 | 3 | x | 6 | 5

Some of these compounds in order of count of non-hydrogen atoms, lowest first:
SMILES | VHR inh abs | MazEF act | GDH-TPI inh | Mtb UGM inh | BoNT-F LC inh | FadD28 FP inh | Rv3671c protease | BioA inh | FBA Mtb inh | CCHF vOTU inh
O=C(CC(=O)c1ccccc1)Nc1ccccn1 | 4 | 5 | 10 | 1.2 | u | -4.6 | x | -2.1 | 3 | -9
Cc1cc(C)n(CCCNCC(O)c2ccccc2)n1 (stereo not drawn) | 36 | -3&4 | -1&-4 | 1.4 | -5&3 | -1.2&-1.2 | -6 | -0.9 | -1&9 | -13&-3
COC(=O)c1sc(NC(=O)c2oc3ccccc3c2C)nc1C | -8 | 3 | 4 | -0.4 | -3 | -1.9 | 1 | -0.5 | 6 | 7
COC(=O)c1ccc(N2CCOCC2)c(NC(=O)Nc2cccc(OC)c2)c1 | 12 | 2 | 4 | 1.2 | -10 | -2.8 | 2 | 2.3 | 0 | 2
COc1cccc(-c2nc(CS(=O)(=O)CC(=O)NCCCOC(C)C)c(C)o2)c1 | -1 | 5 | 4 | -1.2 | 1 | -0.4 | -10 | 0.7 | 2 | 6
Cc1cc2ncn(C3CC(=O)N(Cc4ccc(N5CCCC5=O)cc4)C3=O)c2cc1C (stereo not drawn) | 19 | 4 | 4 | 1.0 | -1 | -1.4 | 0 | -0.7 | 1 | -4

Carrying on:
SMILES | VHR inh abs | MazEF act | GDH-TPI inh | Mtb UGM inh | BoNT-F LC inh | FadD28 FP inh | Rv3671c protease | BioA inh | FBA Mtb inh | CCHF vOTU inh
Cc1nn(C(C)C(=O)O)c2ccccc12 (stereo not drawn) | -12 | 2 | 5 | 1.1 | 11 | 1.9 | -9 | x | 1 | -8
COc1ccc(-c2cc(C(=O)NNC(=O)c3csc(N4CCOCC4)n3)c3ccccc3n2)cc1 | x | -3 | 17 | 0.7 | 9 | -4.5 | -2 | x | 5 | -7
NC(=NC(=O)c1ccccc1)N1CCOCC1 | -4 | 1 | 5 | 0.4 | -11 | -0.5 | 1 | -0.9 | 4 | 13
COc1ccc(NC(=O)c2[nH]c(C)c(C(C)=O)c2C)cc1 | 20 | 1 | 4 | 0.1 | -4 | -1.3 | -3 | x | -3 | 17
CC(=O)N1CCC(=NNc2nc3ccccc3[nH]2)CC1 | 11 | 14 | 9 | 0.1 | 6 | -1.4 | 9 | 2.5 | 6 | 0
COc1cc(C)c(NC(=O)COc2cccc3c2OC(C)(C)C3)cc1OC | x | 1 | 3 | -4.3 | 2 | -1.2 | 4 | -1.5 | -1 | x
CCC(c1nnnn1CC1CCCO1)N(CCCO)Cc1cc2cccc(C)c2[nH]c1=O (stereo not drawn) | 7 | -1 | 4 | 1.8 | -2 | 1.2 | -7 | -2.3 | 13 | 10
CCOP(=O)(OCC)C(NC(=O)Nc1cccc(Cl)c1)c1ccccc1 (stereo not drawn) | 0 | -5 | 9 | -3.0 | -8 | -0.9 | -7 | -2.2 | 3 | 7
CCN(CC)C(=O)[C@H]1C[C@H](CC(=O)NCc2cccc(C(F)(F)F)c2)C(=O)N2CCc3c([nH]c4ccc(Cl)cc34)[C@]12C | x | 4 | 8 | x | -3 | -2.8 | x | -0.8 | 1 | 32*
O=c1/c(=C\c2ccc(O)cc2)sc2nc(-c3ccccc3)c(-c3ccccc3)n12 | -15 | -41 | 8 | 1.3 | -4 | -2.4 | 0 | x | 1 | -11
O=C(Nc1ccc([N+](=O)[O-])cc1NC(=O)c1ccccc1)c1ccccc1 | x | 0 | 0 | x | 1 | -3.4 | x | -0.7 | -2 | 5
COc1ccc(C(=O)NCc2ccco2)cc1S(=O)(=O)NC1CC1 | x | 1 | 1 | 1.8 | 0 | -0.2 | -13 | x | -2 | 6
CCC(=O)NNc1nc2c(F)cccc2s1 | 22 | -2 | -4 | -0.5 | -2 | -3.7 | 1 | 1.1 | -8 | 0
O=C(COc1ccc(/C=N/NS(=O)(=O)c2ccccc2)cc1)NCCc1ccccc1 | -9 | -2 | -3 | 2.1 | -1 | -0.8 | -3 | -1.1 | 0 | 1
Cn1c(=O)c2c(nc(NCCNC(=O)c3ccco3)n2Cc2ccccc2)n(C)c1=O | 19 | 10 | 0 | -0.3 | 2 | -2.1 | 3 | -8.4 | -2 | 5
COCCCN(C(=O)C1CCC1)c1c(N)n(Cc2ccccc2)c(=O)[nH]c1=O | x | 9 | 6 | 4.3 | x | -1.5 | -7 | -1.2 | 0 | -2
Cc1cccc(C(=O)Nc2cccc3c2CCCC3)c1 | 26 | -1 | -5 | -0.9 | -12 | -0.1 | 0 | -1.1 | -1 | 10
NC(=O)c1ccc(SCC(=O)OCC(=O)NCC2CCCCC2)c([N+](=O)[O-])c1 | x | 2 | -5 | -0.9 | 2 | -2.0 | 2 | -2.0 | -2 | -1
CCOC(=O)CC1COc2ccccc2N1C(=O)c1ccc(C)cc1 (stereo not drawn) | -7 | -8 | -4 | 1.1 | -5 | -1.6 | -2 | 1.9 | -1 | 8
CCN1C(=O)[C@@H]2[C@@H](c3ccc(-c4ccc(OC)cc4)c(OC)c3)N3CCC[C@@]3(C(=O)OC)[C@@H]2C1=O | x | 0 | 2 | -0.1 | 0 | -0.2 | -2 | -0.7 | 3 | 1
Cc1nnc(N/N=C\c2ccc(-c3ccccc3[N+](=O)[O-])o2)n1N | -7 | -8 | 5 | -2.1 | 22 | -0.4 | -68 | x | -27 | 101*
Cc1cccc(N/N=C(\C#N)S(=O)(=O)C(C)(C)C)c1 | -11 | 6 | 13 | -1.5 | 2 | -0.1 | 4 | x | -3 | 19
Cc1c(O)ccc(C(=O)CN2CC(C)OC(C)C2)c1O (stereo not drawn) | 11 | 24 | 22 | -0.4 | -2 | 0.5 | 5 | -2.4 | 0 | 10
CCCCc1nc2ccccc2c(NC(=O)CN2CCCC2)c1CCC | 13 | -1 | 11 | 0.6 | -10 | -1.5 | 3 | x | 1 | 24
CC(=O)Nc1cccc(-n2nnc(SCC(=O)N(C)c3ccccc3)n2)c1 | 17 | 0 | -7 | -0.4 | u | -2.9 | 2 | 1.9 | -20 | 6
Cc1cc(NC(=O)CSc2nnc(-c3cccc(Cl)c3)o2)no1 | -11 | 2 | 2 | -0.8 | -3 | -1.2 | 7 | -1.1 | 1 | 0
CCc1ccc2c(c1)C1(SC(NC(C)=O)=NN1C(C)=O)C(=O)N2CC (stereo not drawn) | -1 | 3 | -1 | 0.5 | -1 | 0.5 | 6 | -1.0 | -1 | -10
CC1CCc2c(C(=O)NCC3CCCO3)csc2C1 (stereo not drawn) | 3 | 2 | -2 | 1.7 | -3 | -2.0 | -3 | -2.1 | -3 | 3
O=C(Nc1ccccc1)OCCCc1ccccc1 | 12 | 5 | -8 | 0.7 | -2 | -4.1 | -5 | 2.3 | 0 | -1
CNC(=O)c1sccc1SCc1c(Cl)cccc1Cl | -24 | 5 | -12 | 0.9 | -3 | -2.7 | 0 | 5.7 | 2 | -15
CN(C)CCNC(=O)C(=O)NCC1OCCN1S(=O)(=O)c1cc(F)ccc1F (stereo not drawn) | 5 | 2 | -2 | 0.9 | 3 | -2.5 | 12 | -1.2 | -2 | -10
CCc1ccc(CNC(=O)C2CCN(c3nnc(C)c4c(C)n(-c5ccc(C)cc5)nc34)CC2)cc1 | -20 | 0 | -6 | -0.9 | x | -2.0 | -1 | -1.2 | 5 | x
Cc1cc([N+](=O)[O-])nn1CC(=O)Nc1ccccn1 | 3 | -7 | -1 | 1.6 | -7 | -0.7 | -7 | x | 0 | -3
Fc1cccc(Nc2nc(Cl)nc(Cl)n2)c1 | 17 | 5 | 6 | -2.0 | -1 | 0.0 | -8 | x | -4 | 4
CCc1nnc(NC(=O)Cn2nc(-c3ccccc3OC)ccc2=O)s1 | 6 | 44 | 1 | 3.2 | 1 | -3.6 | -2 | -1.1 | 0 | -3
COc1ccc(C=C2Cc3ccccc3C2=O)cc1 | x | x | x | x | -2 | 0.3 | x | x | 4 | -12
CC(Sc1ccc([N+](=O)[O-])cn1)C(=O)Nc1nccs1 (stereo not drawn) | 21 | -24 | 8 | -4.3 | 5 | -3.1 | 10 | -0.6 | -3 | 9
CCOC(=O)N1CCC(NC(=O)c2ccc3c(c2)N(Cc2ccc(C)cc2)CCS3)CC1 | -6 | 0 | -3 | 0.5 | -10 | -1.1 | 10 | -2.1 | 19 | -10
CCOC(=O)CNC(=O)C1CCCN(c2ncccn2)C1 (stereo not drawn) | 8 | -17 | 10 | 0.6 | 0 | -3.5 | -8 | 0.2 | 1 | -7
N#Cc1nc(-c2ccc(Cl)cc2)oc1N1CCCCC1 | 25 | -2 | 23 | -1.3 | -17 | -0.1 | 1 | x | + | -95
CC1=C(C)C(=O)C(N2CCOCC2)=CC1=O | 26 | 0 | 9 | x | 2 | -1.1 | x | 2.3 | -2 | -17
CCCCN(C)C1CCN(C(=S)Nc2cccc(SC)c2)CC1 | -6 | -1 | 8 | 0.1 | -11 | -0.3 | 7 | x | 2 | 4
Cc1cc(C)c(S(=O)(=O)Nn2cnnc2)c(C)c1 | 6 | 9 | 6 | -3.2 | -1 | 0.8 | -1 | 0.9 | 1 | 6
Fc1ccccc1-n1[nH]nnc1=S | 1 | 1 | 13 | -0.6 | -3 | -0.8 | 2 | -3.9 | -3 | -6
Cc1ccc(-c2ccc(=O)n(CC(=O)N3CCC4(CC3)OCCO4)n2)cc1 | 21 | 5 | -9 | 0.8 | -3 | -4.0 | -2 | 2.1 | -4 | -4
O=C(Nc1ccccc1C(F)(F)F)c1ccc(F)c(S(=O)(=O)N2CCOCC2)c1 | -1 | 0 | 11 | -0.1 | -17 | 0.3 | -7 | -1.8 | -1 | 3
CCc1ccc(NC(=O)CNC(=O)Cn2ccc3ccccc3c2=O)cc1 | 26 | 3 | 7 | 1.8 | 5 | -3.3 | -7 | -0.8 | 0 | 1
COc1ccc(N2C(=O)C3CCCN3C2c2ccccc2)cc1Cl (stereo not drawn) | 6 | 4 | 1 | -0.2 | 53* | 1.0 | -7 | 0.2 | 4 | 5
